Thrombin inh – human alpha-thrombin inhibitors, primary screen, counter-screen for coagulation protease inhibitor project, biochemical, 1536-well, fluorogenic AMC substrate. 0.26% of 220,000 active. Boc-VPR-AMC fluorogenic substrate cleavage. inhibition, % at 5 µM. Prothrombin (Homo sapiens), P00734;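 active = inhibition at or above 40%; inactive = inhibition below 40%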;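 also: 0% = enzyme with no compound and 100% = wells without enzyme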
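System – human alpha-thrombin · Medium – pH 7.5 Tris (50 mM) with NaCl 150 mM, Tween 20 0.05% · Compound – single-point dosing at 5 µM, 0.2% DMSO · Incubation – enzyme reaction carried out at room temperature · Technique – fluorescence of released AMC, ex 355 nm, em 460 nm · Read-out basis – % inhibition of thrombin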
p47phox inh – p47phox/p22phox peptide binding inhibitors, primary screen, biochemical, uHTS, NADPH oxidase regulatory subunit | fluorescence polarization, 2 h | 0.53% of 220,000 active | inhibition, % at 24.7 µM | AID 1274, 2008 | Neutrophil cytosol factor 1 (Homo sapiens), P14598;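 also: 0% = p47phox with labelled peptide and 100% = labelled peptide alone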
Rad51 HR inh – human RAD51 strand exchange inhibitors, primary screen, biochemical, fluorescence | 0.085% of 200,000 active | DNA repair protein RAD51 homolog 1 (Homo sapiens), Q06609 | hRad51 DNA strand exchange, fluorescence dequenching | inhibition, % at 10 µM;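 active = inhibition above 40% at the single screening dose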;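 also: 0% = DMSO control wells and 100% = blanks with heterologous ssDNA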
Target sequence (Q06609 whole entry, looked up): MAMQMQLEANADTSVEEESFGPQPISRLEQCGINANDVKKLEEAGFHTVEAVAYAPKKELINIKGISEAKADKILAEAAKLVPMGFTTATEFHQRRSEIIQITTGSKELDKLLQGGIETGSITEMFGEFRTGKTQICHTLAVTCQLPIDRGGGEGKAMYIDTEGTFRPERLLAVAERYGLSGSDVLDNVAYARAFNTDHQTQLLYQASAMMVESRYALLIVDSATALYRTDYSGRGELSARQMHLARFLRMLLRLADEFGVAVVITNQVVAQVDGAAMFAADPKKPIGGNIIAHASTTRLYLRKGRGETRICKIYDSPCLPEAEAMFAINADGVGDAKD
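Material: human Rad51–ssDNA filaments; Probe or stimulus: labelled 47-mer dsDNA for strand exchange; Doses: single 10 µM dose; Incubation: 37 °C 15-min filament assembly, 30-min compound preincubation, 15-min exchange; Technique: FRET fluorescence dequenching, excitation 485 nm, emission 520 nm; Measure: Fluorescence-based percent inhibition, control- and blank-normalised; Benchmarks: plate control and blank wells.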
eIF4E-4G inh – eIF4E–eIF4G protein interaction inhibitors, primary screen, biochemical, uHTS, TR-FRET, eIF4GI fragment | Eukaryotic translation initiation factor 4E (Mus musculus) + Eukaryotic translation … | 0.37% of 220,000 active | inhibition, % at 21.7 µM | TR-FRET eIF4E-eIF4GI(517-606) binding, 2 h;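 also: 0% = full FRET control wells and 100% = background wells lacking eIF4GI fragment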
EBV gp42 block – Epstein-Barr virus gp42 inhibitors, primary screen, biochemical, uHTS, fluorescence polarization; Glycoprotein 42 (Epstein-Barr virus (strain AG876)), Q1HVG2; 0.42% of 220,000 active; Fluorescence polarization binding assay, mP read-out; inhibition, % (tested at 21.74 µM); AID 1085, 2008; in the data active = inhibition above about 50%
Target sequence (Q1HVG2 whole entry, looked up): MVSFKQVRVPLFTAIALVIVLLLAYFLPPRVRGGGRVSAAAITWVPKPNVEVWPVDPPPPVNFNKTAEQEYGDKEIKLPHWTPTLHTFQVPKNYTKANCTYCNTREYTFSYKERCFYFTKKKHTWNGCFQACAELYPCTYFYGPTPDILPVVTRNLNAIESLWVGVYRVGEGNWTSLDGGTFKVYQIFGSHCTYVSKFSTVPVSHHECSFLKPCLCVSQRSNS
14-3-3 Bad inh – inhibitors of 14-3-3 zeta/Bad binding, primary screen, biochemical, TR-FRET, bovine 14-3-3 zeta; 14-3-3 protein zeta/delta (Bos taurus), P63103; TR-FRET 14-3-3zeta/Dy647-pBad peptide displacement, 1 h; inhibition, % at 21.7 µM; 0.71% of 220,000 active;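 active = inhibition above about 70%, limit read from the data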;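 also: 0% = full 14-3-3 plus peptide FRET controls and 100% = background without 14-3-3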
Target sequence (P63103 whole entry, looked up): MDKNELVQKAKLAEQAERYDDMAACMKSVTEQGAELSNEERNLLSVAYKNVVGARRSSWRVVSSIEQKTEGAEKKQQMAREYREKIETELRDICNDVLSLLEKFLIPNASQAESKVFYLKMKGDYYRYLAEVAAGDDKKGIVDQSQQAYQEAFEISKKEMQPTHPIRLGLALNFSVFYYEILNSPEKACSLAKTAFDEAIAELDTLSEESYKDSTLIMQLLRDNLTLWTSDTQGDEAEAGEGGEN
Cl transport mod – KCC2 cotransporter modulators, thallium flux, primary screen, cell-based, HEK293 KCC2, FluoZin-2 fluorescence, MLSMR | 2.2% of 190,000 active | B-score of Tl+ flux slope (higher = more flux/activation; lower = inhibition) at 10 µM | Solute carrier family 12 member 5 (Homo sapiens), Q9H2X9 | KCC2 cells, thallium flux FluoZin-2 fluorescence;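 active = thallium flux slope and its plate-corrected score both differing from the plate sample mean at a set confidence after two filtering rounds, in either direction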;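 also: slope of fluorescence scaled to starting intensity during 10 to 20 s after thallium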
KLK5 inh – human KLK5 protease inhibitors, primary screen, biochemical, 1536-well | Kallikrein-5 (Homo sapiens), Q9Y337 | recombinant hK5, fluorogenic AMC substrate cleavage | inhibition, % at 5 µM | 0.59% of 210,000 active | AID 873, 2007;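 active = inhibition of 40% or more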;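 also: 0% = enzyme controls without compound and 100% = no-enzyme blanks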
Target sequence (Q9Y337 67-293 limits assumed): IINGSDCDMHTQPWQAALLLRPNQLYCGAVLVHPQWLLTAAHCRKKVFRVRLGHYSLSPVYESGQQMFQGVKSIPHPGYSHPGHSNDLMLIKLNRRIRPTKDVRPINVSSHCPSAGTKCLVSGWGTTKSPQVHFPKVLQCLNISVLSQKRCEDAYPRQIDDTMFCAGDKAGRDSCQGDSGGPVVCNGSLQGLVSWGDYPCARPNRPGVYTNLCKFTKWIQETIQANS
Furin inh – human furin inhibitors, primary screen, biochemical, fluorescence intensity | purified furin, fluorogenic substrate cleavage | 0.061% of 220,000 active | P09958 | AID 463115, 2010 | inhibition, % at 30 µM; in the data active = inhibition above about 25%; also: inactives centre near -15
Numbers without * were called inactive; i = inactive; . = not tested or not shown; [ ] = dose if it differs, or a comment.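 The calls were made as follows, unless noted: active = inhibition above about 30% (limit read from the data); inactive = the rest.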

SMILES | Thrombin inh | p47phox inh | Rad51 HR inh | eIF4E-4G inh | EBV gp42 block | 14-3-3 Bad inh | Cl transport mod | KLK5 inh | Furin inh
CC(=Nc1c(C)n(C)n(-c2ccccc2)c1=O)c1c(O)n(Cc2ccccc2)c(=O)[nH]c1=O | 2 | -16 | 8 | -9[fluorescence artefact?] | -13 | -1 | -0.79 | -8 | -9[20 µM]
COc1ccc(-n2c(/C=C3/C(=O)Nc4ccccc43)nc3ccccc3c2=O)cc1 | . | -9 | 17 | -2 | -8 | -7 | 0.53 | -7 | -21
C[C@@H]1CC2(CCCC[N+]2(C)C)C[C@H]1C | 5 | 5 | 9 | 1 | -25 | 62 | 1.8 | -19 | -36
CNC(=O)c1cccn(Cc2cccc(C(F)(F)F)c2)c1=O | -12 | -3 | 6 | -1 | -5 | 0 | 0.27 | -3 | -20
COCCCN1CCN(c2nnc3n2-c2sc(Br)cc2C(c2ccccc2Cl)=NC3)CC1 | 7 | -13 | . | 13 | -9 | -14 | 0.0075 | -9 | -8[20 µM]
COc1ccc(-c2nc3ccccc3c(=O)n2-c2cccnc2)cc1 | 0 | -8 | -8 | 4 | -22 | 3 | . | -12 | -12[20 µM]
CCn1cc(CN2CCCC(C(=O)c3cccc(OC)c3)C2)c(C)n1 (configuration not stated) | -18 | 1 | 15 | 0 | -1 | -8 | 0.079 | -3 | -7
C[C@]12CCC(=O)C=C1CC[C@@H]1[C@@H]2C(=O)C[C@]2(C)C(=O)CC[C@@H]12 | 0 | 0 | 1 | 0 | -11 | -1 | 0.26 | -3 | -8
CCCNS(=O)(=O)c1ccc(OCC(=O)N2CCN(Cc3ccccc3)CC2)cc1 | -3 | 4 | 0 | 2 | -7 | -6 | . | 10 | -6[20 µM]
CCn1c(=O)n(CC)c2cc([N+](=O)[O-])c(N3CCNCC3)cc21 | 32 | 2 | 6 | 1 | 7 | 12 | 1.1 | 12 | -7
COCc1cc(OC(=O)N(C)C)nc(-c2ccccc2)n1 | -6 | 2 | 10 | -1 | -10 | 2 | 0.11 | -9 | -18
C=CCn1c(O)c(/C(C)=N/N2CCCCC2)c(=O)[nH]c1=O | 2 | -3 | . | 1 | -5 | -5 | 0.7 | 2 | -25
CN1C2CCC1CC(OC(=O)c1ccc(Cl)cc1)C2 (configuration not stated) | -22 | 3 | -11 | 1 | -7 | 7 | . | 0 | -13
C=CCOC(=O)C1=C(C)OC(N)=C(C#N)C12C(=O)N(CN1CCOCC1)c1ccccc12 (configuration not stated) | 0 | -4 | 3 | -2 | -15 | -11[fluorescence artefact?] | . | -15 | -8
CCN(CC)Cc1c[nH]c2ccccc12 | -5 | -12 | -12 | 4 | -18 | 11 | . | 15 | -14
Cc1ccc(S(=O)(=O)NCCC(=O)Nc2ccc(Cl)cc2C(=O)c2ccccc2)cc1 | -2 | -9 | . | 4 | 4 | -2 | -2.2 | -18 | -12
COc1cc(OC)c(OC)cc1CNCCc1ccc(OC)c(OC)c1 | 2 | 0 | 0 | -11[fluorescence artefact?] | -16 | 15 | 0.2 | -31 | -16
Cc1ccc(N2Cc3ccccc3C2=N)cc1[N+](=O)[O-] | . | 2 | 0 | -3 | -17 | -6 | 0.055 | 2 | -22
COc1ccc(C2C(C(=O)N3CCC4(CC3)OCCO4)CC(=O)N2c2ccc(OC)cc2)cc1 (configuration not stated) | 3 | -15 | -9 | 3 | -7 | 1 | 0.74 | 3 | -5
O=C(O)CP(=O)(O)c1ccc(Cl)cc1 | 8 | 5 | -1 | 11 | -12 | 46 | . | 0 | -13
CC1CCC(NCCc2ccc3c(c2)OCO3)CC1 (configuration not stated) | 7 | 5 | 2 | -10 | -22 | 40 | 1.3 | -1 | -28
CC(=O)Nc1ccccc1C(=O)OCc1ccccc1F | 2 | 1 | -5 | -2 | 1 | 6 | -0.034 | 11 | -3
Cc1ccc2cc(C=C(C#N)C#N)c(Cl)nc2c1 | 2 | -17 | -12 | 10[fluorescence artefact?] | 30 | 2 | -0.027 | -21 | -17
Nc1cc(N2CCNCC2)c([N+](=O)[O-])cc1Cl | -10 | -4 | -5 | -7 | -1 | 2 | 1.3 | 2 | -7
CC(=NCCN1CCOCC1)c1c(O)n(-c2ccccc2C)c(=O)[nH]c1=O | 4 | -1 | 4 | -9 | -1 | -4 | . | -10 | -17
Cc1ccccc1C1=NCC(=O)N(CC(=O)NCc2ccco2)c2sc3c(c21)CCCC3 | -3 | -20 | -2 | 2 | -12 | -11 | -0.18 | -22 | -17
CC(C)c1ccc(N2C(=O)NC(=O)/C(=C/c3cnc(-c4ccccc4)nc3)C2=O)cc1 | -8 | 0 | 7 | 6 | 7 | 10 | 0.53 | 1 | -21
COc1ccc(C2(C#N)CC[N+](C)(C)CC2)cc1 | -2 | -14 | . | -8 | -23 | -5 | . | -6 | -9[20 µM]
O=C1NC(=S)NC(=O)C1=Cc1cccc2cc3ccccc3cc12 | 3 | -8 | -1 | -2 | 17 | 1 | 0.033 | -7 | -8
CCCNC(=O)c1c(N)n(CC2CCCO2)c2nc3ccccc3nc12 (configuration not stated) | 0 | -24 | -16 | -1 | 1 | -6[fluorescence artefact?] | 0.66 | -212 | -37
O=c1[nH]c2c(c(=O)n1C1CCCCC1)CCC2 | -2 | -7 | 8 | -6 | -20 | 5 | 0.81 | 0 | -15[20 µM]
OC1/C(=C/c2ccccc2F)N2CCC1CC2 (configuration not stated) | -1 | -3 | 21 | 0 | -22 | -4 | -0.13 | -10 | -21
Oc1cccc2nc3ccccc3nc12 | 2 | -2 | 3 | 12 | -13 | -2 | 3 | -11 | -1
CCOc1cc2[nH]c(=S)n(CCCC(=O)N3CCC4(CC3)OCCO4)c(=O)c2cc1OCC | 2 | 6 | -2 | 12 | -5 | 4 | -0.46 | -10 | -24[20 µM]
CCOc1ccc(CN(CCCl)CCCl)cc1C(=O)OC | 0 | -10 | -4 | 1 | -7 | 34 | 0.71 | -6 | -30[20 µM]
N#CC1=C(N)Oc2c(c(=O)sc3ccccc23)C1c1ccncc1 (configuration not stated) | 6 | -3 | 29 | -2 | -16 | -10 | -0.13 | 3 | -24
O=C1NC(=O)N(Cc2ccccc2)C(=O)/C1=C\C=C\c1ccco1 | 0 | -218 | -51 | 20 | -109 | -9 | -1.4 | -4 | -7
Cc1cccc(C(=O)NC(Oc2ccccc2)C(Cl)(Cl)Cl)c1 (configuration not stated) | 1 | -10 | -5 | 2 | -3 | 9 | . | -11 | -8
O=C1NC(=O)N(c2ccc3c(c2)OCO3)C(=O)/C1=C\c1ccc(-c2ccccc2C(=O)O)o1 | 1 | 11 | -8 | 4 | -103 | 9 | . | 5 | 19
CN1C(=O)C(=Cc2c(OCc3cnc(Cl)s3)ccc3ccccc23)C(=O)N(C)C1=O | -2 | -21 | 8 | 3 | 4 | -3 | -0.1 | -9 | -6

Sorted by molar mass (smallest number first): 4 of the compounds above
SMILES | Thrombin inh | p47phox inh | Rad51 HR inh | eIF4E-4G inh | EBV gp42 block | 14-3-3 Bad inh | Cl transport mod | KLK5 inh | Furin inh
CCN(CC)Cc1c[nH]c2ccccc12 | -5 | -12 | -12 | 4 | -18 | 11 | . | 15 | -14
O=C(O)CP(=O)(O)c1ccc(Cl)cc1 | 8 | 5 | -1 | 11 | -12 | 46 | . | 0 | -13
CCCNC(=O)c1c(N)n(CC2CCCO2)c2nc3ccccc3nc12 (configuration not stated) | 0 | -24 | -16 | -1 | 1 | -6[fluorescence artefact?] | 0.66 | -212 | -37
CN1C(=O)C(=Cc2c(OCc3cnc(Cl)s3)ccc3ccccc23)C(=O)N(C)C1=O | -2 | -21 | 8 | 3 | 4 | -3 | -0.1 | -9 | -6

(listing goes on)
SMILES | Thrombin inh | p47phox inh | Rad51 HR inh | eIF4E-4G inh | EBV gp42 block | 14-3-3 Bad inh | Cl transport mod | KLK5 inh | Furin inh
O=C(/C=C/c1ccccc1)c1c(O)n(CCc2ccccc2)c(=O)[nH]c1=O | -12 | -23 | 0 | 2 | -5 | -2 | -1.8 | -10 | -2
CC1(C)CC(=O)C(C=NCCN2CCN(C(=O)Cc3ccc(F)cc3)CC2)=C(O)C1 | -8 | 1 | -3 | -3 | 1 | -5 | -0.67 | -3 | -10
O=C(CN1CC(c2ccccc2)CC1=O)Nc1ccccc1 (configuration not stated) | 5 | -6 | -3 | 2 | -21 | -2 | 2.2 | 0 | -16
O=C(Cn1nc(Cc2cccnc2)c2ccccc2c1=O)N1CCC2(CC1)OCCO2 | 3 | -13 | 9 | 7 | -9 | 7 | -0.5 | -5 | -26
O=c1[nH]c(O)c(C=Nc2ccccc2Oc2ccccc2)c(=O)[nH]1 | -8 | -4 | -16 | 8 | -21 | 8 | 0.7 | 6 | -35
C=CCN1C(=O)CSc2ccc(C(=O)N3CCC4(CC3)OCCO4)cc21 | -10 | -9 | 0 | 0 | -7 | -6[fluorescence artefact?] | . | -2 | -15
O=c1[nH]c(=O)n(-c2ccccc2)c(O)c1C=NC12CN3CN(CN(C3)C1)C2 | -4 | 2 | . | 2 | -23 | -6 | 0.055 | -5 | -17
Cc1ccc[n+](CC(O)Cn2c3ccccc3c3ccccc32)c1 (configuration not stated) | 0 | 10 | 27 | 1 | -6 | 10 | 0.23 | -9 | -22
Cc1cc(C)cc(N2C(=O)/C(=C\c3ccc(N4CCN(C)CC4)o3)C(=O)NC2=S)c1 | -1 | -239 | . | -10 | -253 | -9 | i | 3 | -3
COc1ccc(Cn2c(N)c(C(=O)NCc3ccco3)c3nc4ccccc4nc32)cc1 | 3 | -38 | . | -11[fluorescence artefact?] | -14 | 1[fluorescence artefact?] | . | -16 | -29
c1ccc(CCn2nnnc2CN2CCC(n3nnc4ccccc43)CC2)cc1 | 4 | 0 | 0 | 1 | -6 | -1 | -1.4 | -6 | -5
O=C1c2ccccc2C(=O)N1Cc1nc2ccccc2c(=O)n1-c1ccc(Br)cn1 | 0 | -12 | -6 | -1[fluorescence artefact?] | 9 | -4 | -0.058 | -4 | -13
Cc1ccnc(-n2c(-c3ccco3)nc3ccccc3c2=O)c1 | 2 | -3 | 1 | 3 | -12 | 14 | -1.1 | -19 | -31[20 µM]
COC(=O)[C@@H]1C[C@H]1[C@@H](NP(=O)(c1ccccc1)c1ccccc1)c1ccccc1 | 0 | -3 | 1 | 1 | -9 | 1 | -0.9 | -10 | -16
CCC(=NCCc1c[nH]c2ccccc12)c1c(O)n(C)c(=O)n(C)c1=O | -1 | -12 | -3 | -21[fluorescence artefact?] | -16 | -21 | -1.3 | -20 | -12[20 µM]
Cc1cccc(-n2c(O)c(C=NCc3cccnc3)c(=O)[nH]c2=O)c1C | 5 | -9 | -2 | 14 | 9 | 8 | 0.99 | -3 | -14
CCCCCSc1cc(OC)c(CCN)cc1OC | -6 | -3 | -6 | -3 | -21 | 8 | 2.3 | -4 | -7[20 µM]

A portion of the library, so the mix of outcomes need not match the whole.
